Tb PYK inh: T. brucei pyruvate kinase inhibition. Q57TT1. 410,000 compounds, 0.12% hits. TbPYK enzyme, Kinase-Glo Plus ATP luminescence, 45 min. AID 624173. Potency, µM (titrated, usually from 76.8 µM), for inactives: at the highest dose activity, negative = inhibition, most hits filed as inhibitors; active = well fitted inhibition curve with a large enough effect; inconclusive = small, poorly fitted or top-dose-only effect; also: nearly all actives have a fitted effect of over 50% in size
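Screened from lowest to highest concentration, compounds were pinned into TbPYK/substrate mixtures, and ADP (130 uM final) was added. Plates sat at room temperature for 45 min prior to Kinase-Glo Plus detection by luminescence.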
Active calls of the source: *; ? = inconclusive; [ ] = remark or other dose. % is scaled to controls: 0 for no effect and ±100 for the full control effect; potency is read from the fitted curve at half-maximal effect. These rows are one share of the data; the hit share may differ from the screen's.

SMILES	Tb PYK inh
COC(=O)c1cccnc1-n1c(=O)c2cccnc2n(CC(=O)Nc2cccc(C)c2)c1=O	3%
Cc1nnc(NC(=O)CSc2nc3c([nH]c4ccccc43)c(=O)n2-c2ccccc2)s1	-7%
CCOc1ccc(CNC(=O)C2CCN(c3nnc(-n4cccc4CNc4ccc(C)cc4)s3)CC2)cc1OC	0%
Cc1cccc(C(=O)Nc2cc(-c3nc4cccnc4s3)ccc2C)c1	9%
CCCCN1C(=O)C(CC(=O)NCc2cccc3ccccc23)CC(C(=O)N(C(C)C)C(C)C)=C1C (stereo not drawn)	-9%
O=S(=O)(O)c1cc(O)c2cc(Nc3ccccc3)ccc2c1	?
N#CC(=C1C=CC(=NO)C(Cl)=C1)c1ccc(Cl)cc1	-6%
O=C(NCC(c1ccco1)S(=O)(=O)c1ccc(Cl)cc1)c1ccccc1F (stereo not drawn)	1%
C=C(C)COc1ccc2c(c1)CCC1C2CCC2(C)C(=O)C(=NO)CC12 (stereo not drawn)	-3%
CCC(=O)NCCc1sc2nc(-c3ccc(OC)cc3)nn2c1C	4%
O=C1CN(C(=O)COc2ccc(Cl)cc2)C(c2ccccc2)c2cc(Br)ccc2N1 (stereo not drawn)	0%
COc1cc(NC(=O)CSc2nc3ccccc3nc2Cc2ccccc2OC)cc(OC)c1	1%
O=S(=O)(c1ccccc1)N1CC2CC(Br)C(Br)CC21 (stereo not drawn)	-3%
CCCN(Cc1cc2cccc(C)c2[nH]c1=O)C(=O)c1cccc(Cl)c1	-1%
Cc1ccc(NC(=O)C2CCCN(S(=O)(=O)c3cn(C(C)C)cn3)C2)c(C)c1 (stereo not drawn)	-9%
O=C(c1[nH]c(C(F)(F)F)nc1-c1ccccc1)N1CCN(c2ccccn2)CC1	4%
CCn1c(SCC(=O)Nc2ccc(C)cc2Br)nnc1-c1nonc1NC(C)=O	-1%
CCOc1ccccc1NC(=O)Cn1c(=O)ccc2cc(S(=O)(=O)N3CCCC3)ccc21	3%
Cc1ccc(NC(=O)C2CCN(c3ncccn3)CC2)cc1F	0%
COC(=O)c1ccc2nc3c(cc2c1)[C@@H]1CCN2C(=O)CCC[C@H](C3)[C@H]12	-3%

Laid out differently: entries from further up
| SMILES | Tb PYK inh |
| --- | --- |
| CCn1c(SCC(=O)Nc2ccc(C)cc2Br)nnc1-c1nonc1NC(C)=O | -1% |
| CCOc1ccccc1NC(=O)Cn1c(=O)ccc2cc(S(=O)(=O)N3CCCC3)ccc21 | 3% |

(listing goes on)
SMILES	Tb PYK inh
CCOC(=O)C1=C(CN2CCc3ccccc32)NC(=O)NC1c1cc(C)ccc1C (stereo not drawn)	-3%
COc1ccc(Br)cc1CNC(=O)CCc1cn(Cc2ccc(C)cc2)c2ccccc12	4%
Cc1ccc(CNC(=O)C2CCC(CNS(=O)(=O)c3ccc(C)cc3)CC2)cc1 (stereo not drawn)	5%[15.4 µM]
CCc1ccc(CNC(=O)c2c(C)oc3ncn(CC(C)C)c(=O)c23)cc1	5%
O=C1C(Sc2ccccc2)=C[C@@]2(O)CC[C@@H](O)[C@]1(Sc1ccccc1)[C@H]2O	1%
Cc1ccc(-n2ncc3c(NC4CCCCCC4)ncnc32)cc1	-1%
Cc1cccc(NC(=O)c2ccccc2C(=O)Nc2cccc(C)c2)c1	2%
CC1=C(c2ccc(C(C)C)cc2)S(=O)(=O)NC1=NCCCN1CCN(c2ccccc2F)CC1	-2%
O=C(CSc1nc2ccccc2n1Cc1ccccc1)NCc1ccccc1	1%
Cc1ccc(N(C)C(=O)C2CCN(S(=O)(=O)c3c(C)noc3/C=C/c3c(C)cc(C)cc3C)CC2)cc1	0%
O=C(CCNC(=O)c1ccc(Cl)cc1)Nc1cc(C(F)(F)F)ccc1N1CCOCC1	-1%
CCOC(=O)C1(C)CCCN1C(=O)c1ccc2ccccc2c1 (stereo not drawn)	-4%
COCCNc1oc(/C=C/c2cccc(OC)c2)nc1S(=O)(=O)c1ccccc1	4%
CCOC(=O)C1CC2=C(CC(C)(C)CC2=O)N(CCOC)C1=O (stereo not drawn)	-1%
COc1ccc(N2CCN(C(=O)CCc3c(C)nc4c(-c5ccccc5)c(C)nn4c3C)CC2)cc1	-7%
Cn1c(N)c(C(=O)CN2CCN(S(=O)(=O)c3ccccc3C#N)CC2)c(=O)n(C)c1=O	-4%
Cc1onc(-c2ccccc2)c1-c1n[nH]c(=S)n1-c1ccccc1	?
O=C(Nc1ccccc1Cl)c1cc(C2CCCN(C(=O)OCCF)C2)on1 (stereo not drawn)	2%
CCOc1ccccc1C1CC(=O)NC(C)=C1C(=O)OC1CCCCCC1 (stereo not drawn)	2%
CC=C1OC(n2cnc3c(N)ncnc32)C(O)C1O (stereo not drawn)	2%

17 structures from above, sorted by length of the SMILES, lowest first:
SMILES	Tb PYK inh
CC=C1OC(n2cnc3c(N)ncnc32)C(O)C1O (stereo not drawn)	2%
Cc1ccc(-n2ncc3c(NC4CCCCCC4)ncnc32)cc1	-1%
O=C(CSc1nc2ccccc2n1Cc1ccccc1)NCc1ccccc1	1%
CCOC(=O)C1CC2=C(CC(C)(C)CC2=O)N(CCOC)C1=O (stereo not drawn)	-1%
Cc1cccc(NC(=O)c2ccccc2C(=O)Nc2cccc(C)c2)c1	2%
Cc1onc(-c2ccccc2)c1-c1n[nH]c(=S)n1-c1ccccc1	?
O=C(Nc1ccccc1Cl)c1cc(C2CCCN(C(=O)OCCF)C2)on1 (stereo not drawn)	2%
CCc1ccc(CNC(=O)c2c(C)oc3ncn(CC(C)C)c(=O)c23)cc1	5%
COCCNc1oc(/C=C/c2cccc(OC)c2)nc1S(=O)(=O)c1ccccc1	4%
CCOC(=O)C1=C(CN2CCc3ccccc32)NC(=O)NC1c1cc(C)ccc1C (stereo not drawn)	-3%
Cc1ccc(CNC(=O)C2CCC(CNS(=O)(=O)c3ccc(C)cc3)CC2)cc1 (stereo not drawn)	5%[15.4 µM]
O=C(CCNC(=O)c1ccc(Cl)cc1)Nc1cc(C(F)(F)F)ccc1N1CCOCC1	-1%
CC1=C(c2ccc(C(C)C)cc2)S(=O)(=O)NC1=NCCCN1CCN(c2ccccc2F)CC1	-2%
COC(=O)c1ccc2nc3c(cc2c1)[C@@H]1CCN2C(=O)CCC[C@H](C3)[C@H]12	-3%
COc1ccc(N2CCN(C(=O)CCc3c(C)nc4c(-c5ccccc5)c(C)nn4c3C)CC2)cc1	-7%
O=C1C(Sc2ccccc2)=C[C@@]2(O)CC[C@@H](O)[C@]1(Sc1ccccc1)[C@H]2O	1%
Cc1ccc(N(C)C(=O)C2CCN(S(=O)(=O)c3c(C)noc3/C=C/c3c(C)cc(C)cc3C)CC2)cc1	0%

(continued)
SMILES	Tb PYK inh
CCN(CC)c1ncnc2c1ncn2[C@H]1CN(Cc2ccc(Cl)cc2)C[C@@H](CO)O1	-3%
CC(O)C(NS(=O)(=O)c1ccc(Cl)cc1)C(=O)OCCOc1ccc(F)cc1 (stereo not drawn)	2%
CC1CCc2c(sc(NC(=O)COc3ccccc3C(C)(C)C)c2C#N)C1 (stereo not drawn)	-20%
CCCCN(C)S(=O)(=O)c1cc2c(cc1Br)CCN2C(=O)C1CC1	-12%
Cc1ccc(-c2nc3ncccc3o2)cc1NC(=O)c1ccc2c(c1)OCO2	-6%
CC(=O)Nc1ccc(N=Nc2ccccc2)cc1[N+](=O)[O-]	1%
Cc1c(-c2ccccc2)c(=O)oc2ccc(OC(=O)N3CCOCC3)cc12	0%
Cn1c(=O)c2cc(NC(=O)Cc3cccnc3)ccc2n1-c1ccc2ccccc2c1	-6%
COCCCN1C(=O)C(CC(=O)NCCc2ccccn2)CC(C(=O)N2CCCCCC2)=C1C (stereo not drawn)	-12%
C=C(C)c1cccc(C(C)(C)NC(=O)N2CCN(c3ncccn3)CC2)c1	-17%
CCC1(C)Cc2c(C#N)c(SC)nc(N3CCOCC3)c2CO1 (stereo not drawn)	0%
CC(=O)c1ccc(NC(=O)c2cc3sccc3n2Cc2ccc(Cl)cc2)cc1	-13%
Cc1cc2oc(C(=O)Nc3c(C(=O)Nc4ccccc4)oc4ccccc34)cc(=O)c2cc1C	-14%
O=C(C1CCCCC1)N(Cc1cccnc1)c1nc2ccc(F)cc2s1	-6%
CCc1ccc(Nc2sc(C(=O)c3ccccc3)c(N)c2S(C)(=O)=O)cc1	-7%
Cc1ccc(S(=O)(=O)N2CCN(C(=O)COC(=O)c3ncc(Cl)c(Cl)c3Cl)CC2)c(C)c1	11%
CCCCN(CC)C(=O)C1CCC(=O)N(c2ccc(OC)cc2)C1c1ccc(OC)c(OC)c1 (stereo not drawn)	0%
CCOC(=O)c1cc(NC(=O)c2ccc(OC)cc2)c(=O)n2c1oc1ccc(Cl)cc12	-3%
CN(CC(=O)Nc1ccccc1Br)C(=O)C1CCN(C(=O)c2ccc(Cl)cc2)CC1	2%
COc1ccc(CN2Cc3cnnn3-c3ccccc3C2c2ccccc2)cc1 (stereo not drawn)	-2%
CC1(C(=O)Nc2ccc3nc[nH]c3c2)CCN1C(=O)C1(c2ccccc2)CC1 (stereo not drawn)	2%
COC(=O)CCCC[C@@H]1O[C@H](CCc2ccccc2)Cc2[nH][nH]c(=O)c21	3%
COc1ccc(NC(=O)NC(C)c2c(-n3cccc3)sc3c2CCN(C)C3)c(OC)c1 (stereo not drawn)	-2%
Cc1ccc(Cn2ccc(NC(=O)c3cc(-c4ccc(Cl)c(Cl)c4)on3)n2)cc1	3%
Cc1cccc(NC(=O)Cn2c(=O)oc3cc(S(=O)(=O)N4CCCCCC4)ccc32)c1	4%
COc1ccc2nc(N3C(=O)C(O)=C(C(=O)c4ccco4)C3c3ccco3)sc2c1 (stereo not drawn)	39%[activator]
Cc1ccc2cccc(NC(=O)c3ccc(-c4cccc([N+](=O)[O-])c4)o3)c2n1	-19%
COc1ccc(N2CCN(S(=O)(=O)c3ccc4c(c3)CCCN4C(C)=O)CC2)cc1	-12%
O=S(=O)(c1ccc(-c2cc(C(F)(F)F)on2)s1)N1CCN(c2ccccc2F)CC1	-4%
CCCCN(C)CCNC(=O)c1cc2c(=O)n(C)c3ccccc3c2n1C	3%
CCOC(=O)c1ccccc1NC(=O)N(Cc1ccc(CC)cc1)Cc1cn[nH]c1-c1ccc(OC)cc1	-2%
Cc1cccc(CN2C(=O)c3ccccc3S(=O)(=O)c3ccc(C(=O)NC4CCCCC4)cc32)c1	2%
COc1ccc(NC(=O)Cn2c(=O)n(-c3cccc(C)c3)c(=O)c3c2c2cc(C)ccc2n3C)cc1OC	2%
O=C(COC(=O)c1cc(-c2ccccc2)nc2c(Cl)cccc12)c1ccc(F)cc1	0%
COc1cccc(NC(=O)CSc2c(C)cnc3c2c(=O)n(C)c(=O)n3C)c1	1%
O=[N+]([O-])c1ccc(SNc2ccccc2)c([N+](=O)[O-])c1	-3%
CCC(CC)C(=O)Nc1ccc(C(=O)OCc2cc(=O)n3nc(C4CC4)sc3n2)cc1	1%
Cc1cccc(C)c1NC(=O)C1c2ccccc2OCC(=O)N1C1CC1 (stereo not drawn)	-5%
O=C(CN(c1cccc(C(F)(F)F)c1)S(=O)(=O)c1ccccc1)Nc1cccc(Cl)c1	-2%
O=C(Cn1ncc2ccsc2c1=O)N1CCN(c2ccc(Cl)cc2)CC1	1%
COc1ccc(CCNC(=O)CSc2ccc3nnc(CCNC(=O)c4ccc(C)cc4)n3n2)cc1OC	-4%
COc1ccc(CNC(=O)CSc2c3c(nc4ccc(Cl)cc24)CCCC3)cc1	5%
O=c1oc2ccc(Cl)cc2cc1-c1cn2c(n1)sc1ccccc12	3%
O=NN(Cc1cccnc1)C(=O)NC1CCCCC1	-12%
COc1cccc(CNC(=O)C2CCCN(S(=O)(=O)c3ccc4c(ccn4C)c3)C2)c1 (stereo not drawn)	0%
CCCCc1ccc(NC(=O)Cn2cnc3c(oc4ccccc43)c2=O)cc1	2%
CC1CN(C(=O)N2CCC(C(=O)NCc3cccs3)CC2)c2cc(Cl)ccc2O1 (stereo not drawn)	-2%
Cc1ccccc1C(=O)NCc1ccc2c(c1)CCN2C(=O)c1ccccc1	-3%
CN1Cc2ccccc2-n2nncc2C1	-4%
CCCn1c(=O)c2sccc2n2c(CCCC(=O)Nc3ccc(Oc4ccccc4)cc3)nnc12	-8%

The list goes on.
SMILES	Tb PYK inh
CCN(CC(=O)Nc1ccc(NC(C)=O)cc1)C(=O)CN1C(=O)NC(C)(c2ccc3ccccc3c2)C1=O (stereo not drawn)	-5%
CCCCN(C)C(=O)c1ccc2c(=O)n3nc(Nc4cc(C)ccc4C)sc3nc2c1	-4%
CCC1CCc2nc3sc(C(=O)Nc4cccc(F)c4)c(N)c3cc2C1 (stereo not drawn)	-2%
CCOc1cccc2sc(N3CCN(C(=O)C(C)(C)C)CC3)nc12	2%
CCOC(=O)Cc1ccc(NC(=O)N(Cc2ccc(OC)cc2)C2CCN(C(C)=O)CC2)cc1	8%
C[C@@H]1COc2cccc(N3CCSCC3)c2S(=O)(=O)N1	-1%
COc1ccc(NS(=O)(=O)c2cc3[nH]c(=O)c(=O)[nH]c3cc2C)cc1OC	-14%
COCCNc1nc(NCCN2CCNC2=O)c2sc(-c3ccccc3)cc2n1	2%
COc1ccc(NC(=O)C2Cc3c(-c4cccc(C(N)=O)c4)ccnc3O2)cn1 (stereo not drawn)	3%
O=S1(=O)C=C[C@H](COCc2ccccc2)N1	9%
COc1ccc2c(Sc3ccccc3)c(C(=O)NCc3cccc(OC)c3OC)[nH]c2c1	1%
COc1cccc(-c2nnc3sc(CN4CCCCC4)cn23)c1	2%
Cc1nn(-c2ccccc2)c(OC(=O)c2ccc(Br)cc2)c1S(=O)(=O)c1ccccc1	-10%
Cc1oc2ncnc(N3CCCCC3)c2c1C(=O)NCC1CCN(Cc2ccccc2F)CC1	4%
CC(C)Cn1c(=O)c2ccccc2n2c(CCC(=O)N3CCN(c4ccccc4F)CC3)nnc12	1%
O=C(Cc1ccc(Cl)cc1)NCC(=O)N1CCC2(CC1)NCCc1[nH]cnc12	-6%
CCOc1ccc(S(=O)(=O)N(CC(=O)NCCc2ccc(OC)c(OC)c2)c2ccccc2)cc1	2%
Cc1ccc(S(=O)(=O)N2C[C@H]3C(=O)C[C@@H](c4ccccc4)N(S(=O)(=O)c4ccc(C)cc4)[C@H]3C[C@H]2c2cccc(C)c2)cc1	2%
